Compound activity (PubChem)
mHtt clearance = mutant huntingtin protein clearance; 47,000 tested, 0.42% active; inhibition, % at 1.5 µM; HeLa Exon1htt(103Q)mCFP, aggregate imaging; zero = plate's median compound well; AID 853;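 active = inhibition of aggregate fluorescence above about 70%, also judged a hit by eye on the cell image, limit read from the data, passing the limit was not always enough; inconclusive = no rule stated for this call; inactive = not judged a hit on image review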;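 note: cells exposed to compound for three days before fixation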
mHtt clearance grain fraction = further read-out of mHtt clearance, marked with its call; fraction fluorescence in grains; measured here: aggregate grain fluorescence fraction; active compounds read low;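 scaled fraction of total cell fluorescence in grains with unit not stated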
Active calls of the source: *; i = inactive; ? = inconclusive; nt = no result given. These rows are one share of the data; the hit share may differ from the screen's.

Compound	mHtt clearance grain fraction	mHtt clearance
CCn1nc(C(=O)Nc2ccc(S(=O)(=O)Nc3nccs3)cc2)c2ccccc2c1=O	9	50
C=CCn1c(C)c(C(C)=O)c(N2CCOCC2)nc1=S	21	1
COCCCNC(=O)Cn1nnc(-c2ccc(NC(=O)c3ccccc3F)cc2)n1	25	-26
CC(C)CCNC(=O)CCCOc1ccccc1	22	-26
COc1cc(C)nc(NCc2ccccc2)n1	8.3	52
Cc1nc2nc(C)n(-c3ccccc3)c2s1	19	11
Clc1ccc(Cc2ccccc2)nn1	28	-32
CCN(C(=O)c1ccc(C(C)(C)C)cc1)c1nnc(Cn2nnc3ccccc32)s1	30	19
Cc1csc2nc(CNC(=O)C3CC=CCC3C(=O)O)cn12 (stereo unspecified)	67	-50
COc1ccc(C(=O)Nc2cccc(OC)c2)cc1	17	14
CCc1cc(=O)oc2cc(C)c3c(C)coc3c12	7.8	58
COc1ccccc1NC(=O)CCN1CCCCCC1	36	7
O=C(NC1CCCCC1)c1ccc(Cn2cc(Cl)cn2)cc1	14	28
CCCN1CN(Cc2ccco2)c2nc3ccccc3n2C1	16	55
CC1CC(=O)c2cnc(Nc3cccc(C(F)(F)F)c3)nc2C1 (stereo unspecified)	31	23
COc1cc(C(=O)OCC(=O)N(C)Cc2ccccc2)cc(OC)c1OC	26	-57
CSc1nc2c(c(-c3ccc(O)cc3)c1C#N)CCC2	17	16
Cc1ccc(NC(=O)C(C)Sc2nnc(-c3cccnc3)o2)cc1 (stereo unspecified)	6.5	66
CCn1c(SCC(=O)c2ccc(OC)cc2)nnc1C(C)NC(=O)c1ccc(OC)cc1 (stereo unspecified)	24	-47
CCn1nnnc1Oc1ccc(Cl)cc1	26	-27
O=S(=O)(c1ccccc1)c1cccc(S(=O)(=O)N2CCCCC2)c1	123	-188
CC(C)C(=O)N1CCN(c2c(Cl)cccc2[N+](=O)[O-])CC1	16	22
Cc1ccc(NC(=O)N(CCCN2CCOCC2)Cc2cccnc2)cc1C	35	15
COc1ccc(CCNc2cc(-c3ccccc3)nc3ncnn23)cc1	34	16
Nc1ccc(CCc2nc3ccccc3o2)cc1	30	-1
CCOc1ccc2[nH]c(=O)c(=O)[nH]c2c1	20	-4
CCOC(=O)N=S(=O)(Oc1ccc([N+](=O)[O-])cc1)c1ccccc1 (stereo unspecified)	8.6*	78*
CCOC(=O)C1CCN(S(=O)(=O)c2cccc(-c3cn4cc(Cl)ccc4n3)c2)CC1	32	-56
N#CCCCSc1nnc(-c2ccccn2)o1	17	17
O=C(c1ccc(Cn2cc(Br)cn2)cc1)N1CCN(c2ccccc2)CC1	13	20
CCCCOc1ccc(-c2ncc(Cl)cn2)cc1	26	-37
O=C(CCCn1c(=O)[nH]c2cc(Cl)ccc2c1=O)NC1CCCCCC1	16	22
Clc1ccc(OCc2nn3c(-c4ccccc4)nnc3s2)c(Cl)c1	18	4
COc1ccc(C(=O)NCC(=O)OC2CCCCC2=O)cc1 (stereo unspecified)	nt	?
CCCS(=O)(=O)N1CCCC(C(=O)NCCCN2CCN(c3cccc(Cl)c3)CC2)C1 (stereo unspecified)	24	-14
CCN1C(=O)NC2=C(C(=O)c3ccccc32)C1c1ccccc1F (stereo unspecified)	58	-83
Cc1ccnc(NC(=O)CCC(=O)N(CC(=O)NC(C)(C)C)C2CCCC2)c1	10	50
CCOc1cccc(-c2nnc(SCC(=O)Nc3cc(OC)cc(OC)c3)n2N)c1	32	20
COC(=O)c1cc2ccsc2n1CC(=O)Nc1cc(C)cc(C)c1	15	19
Cc1ccccc1CSCCNS(C)(=O)=O	35	-57
COc1ccc(/C=N/NC(=O)c2cc(-c3ccccc3OC)nc3ccccc23)cc1COC(C)=O	31	21
COc1ccccc1NC(=O)CSc1nncn1-c1cccnc1	18	-2
O=C(NCCCN1CCOCC1)NC1CCCCC1	35	18
COc1nc(-c2ccccc2)ccc1-c1noc(C)n1	20	-26
CSC1CCCCC1(O)CSc1nc2ccccc2o1 (stereo unspecified)	7.8	60
O=S(=O)(c1ccc(NCCc2c[nH]c3ccccc23)nc1)N1CCOCC1	26	13
Cc1noc(C)c1C(=O)Nc1ccc(Cl)cc1C(F)(F)F	13	30
CCC(=O)Nc1nnc(SCCOC)s1	59	-49
Cc1ccc2cc(CCNC(=O)c3ccc4c(c3)OCO4)c(=O)[nH]c2c1C	50	-23
CCOC(=O)c1c(C)c(C(=O)Nc2ccc(N(C)C)cc2)c(C)n1CC	32	12
Cc1cc(C)c(NC(=O)CS(=O)CC(=O)N2CCN(c3ccc(F)cc3)CC2)c(C)c1 (stereo unspecified)	32	13
CCNS(=O)(=O)c1cc(Br)ccc1OC	16	22
CCCCOc1ccccc1Cn1c(=O)oc2ccccc21	32	7
COc1cccc(NC(=O)CCCn2c(=O)[nH]c3ccccc3c2=O)c1	17	45
COc1ccc(-c2nnc3sc(C4CCCCC4)nn23)cc1OC	53	-21
COCCn1c(SCC(=O)OC(C)C)nnc1-c1ccccc1	29	-52

(further entries)
Compound	mHtt clearance grain fraction	mHtt clearance
CN(C)S(=O)(=O)c1ccc(Nc2ccc(-c3ccc4c(c3)OCCO4)nn2)cc1	23	38
O=C(Nc1ccc2oc(-c3ccncc3)nc2c1)c1ccccc1F	27	31
CCC(C)NC(=O)N[C@@H](CCSC)C(=O)O (stereo partly specified)	23	31
O=C1CCCN1CCC1CCN(C2CC(=O)N(c3ccc(F)cc3)C2=O)CC1 (stereo unspecified)	11	40
CCOc1ccccc1-n1c(COc2ccccc2)nnc1SCC(N)=O	19	-3
CN(C)S(=O)(=O)c1ccc(S(=O)(=O)N(CC(=O)Nc2ccccc2)CC2CCCO2)cc1 (stereo unspecified)	24	22
O=C1CC(N2CCN(Cc3ccc4c(c3)OCO4)CC2)C(=O)N1c1cccc(Cl)c1 (stereo unspecified)	49	-50
Cc1cc(SCC(N)=O)nc(SCC(=O)c2ccccc2)n1	44	5
Cc1nn(C)c(C(=O)Nc2ccc(S(=O)(=O)NC34CC5CC(CC(C5)C3)C4)cc2)c1Br	10	45
CC(C)c1nc(N2CCOCC2)c(C#N)c2c1CCC2	62	-80
CC1(C)CC(=O)c2cnn(-c3nc4ccccc4[nH]3)c2C1	158	-305
CC1(C)Cc2ccccc2-c2nnc(-c3cccc(O)c3)n21	12	35
CCCCn1c(CN2CCN(c3cccc(Cl)c3)CC2)nc2c1c(=O)[nH]c(=O)n2C	192	i
Cn1c(=O)n(CC(=O)OCc2ccccc2)c(=O)c2c1nc1n2CCCN1C1CCCCC1	16	0
Cc1ccccc1NC(=O)CC1SCCNC1=O (stereo unspecified)	12	39
Cc1cccc(NC(=O)C23CCC(C)(/C(=N/O)C2)C3(C)C)c1 (stereo unspecified)	26	-31
Cn1c(=O)oc2cc(S(=O)(=O)NC3CCCCCCC3)ccc21	42	-21
CCOc1ccc(-n2c(N)c(C(=O)NCC3CCCO3)sc2=S)cc1 (stereo unspecified)	32	26
Cc1ccc(C)c(-n2c(CNC(=O)c3ccco3)nnc2SCC(=O)Nc2nnc(C)s2)c1	36	-9
Cc1ccc(NC(=O)C2CCCN(S(=O)(=O)c3cnc[nH]3)C2)c(Br)c1 (stereo unspecified)	14	54
Cc1c(O)ccc(-c2[nH]ncc2-c2nc3ccccc3s2)c1O	14	30
Cc1nnc2n(Cc3ccccc3)c(=O)c3c4c(sc3n12)COC(C(C)C)C4 (stereo unspecified)	27	24
O=C(Nc1ccc(Cl)cc1)NC1(C(=O)NCCCN2CCOCC2)CCCCC1	53	-41
COc1ccccc1-c1nnc(NC(=O)c2ccc(S(=O)(=O)N(C)C)cc2)o1	21	-24

Given with each value named: 4 of the compounds above
> Cc1c(O)ccc(-c2[nH]ncc2-c2nc3ccccc3s2)c1O
  mHtt clearance grain fraction: 14
  mHtt clearance: 30
> Cc1nnc2n(Cc3ccccc3)c(=O)c3c4c(sc3n12)COC(C(C)C)C4 (stereo unspecified)
  mHtt clearance grain fraction: 27
  mHtt clearance: 24
> O=C(Nc1ccc(Cl)cc1)NC1(C(=O)NCCCN2CCOCC2)CCCCC1
  mHtt clearance grain fraction: 53
  mHtt clearance: -41
> COc1ccccc1-c1nnc(NC(=O)c2ccc(S(=O)(=O)N(C)C)cc2)o1
  mHtt clearance grain fraction: 21
  mHtt clearance: -24

(cont.)
Compound	mHtt clearance grain fraction	mHtt clearance
O=C(On1c(-c2ccccc2)nc2ccccc2c1=O)c1ccco1	15	36
COC(=O)C1(S(=O)(=O)C2(C(=O)OC)CCCC2)CCCC1	48	-20
O=C(c1ccc2snnc2c1)N1CCSCC1	46	-20
Cc1cc(NC(=O)CN2CCC(n3nnc4cc(C(F)(F)F)ccc43)CC2)no1	13	63
Cc1nc2sc(C(=O)O)c(N)c2c2c1COC(C)(C)C2	35	3
Cc1ccc(-c2nnc(N3CCN(C(=O)CN4C(=O)c5ccccc5C4=O)CC3)c3ccccc23)cc1	9.9	42
COc1ccc(-n2nnnc2SCC(=O)Nc2nnc(C)s2)cc1OC	23	-12
OC(COCc1ccccc1)CN1CCCC1 (stereo unspecified)	25	31
CCOC(=O)Nc1cccc(NC(=O)c2cc(OC)cc(OC)c2)c1	17	19
COc1ccc(F)cc1S(=O)(=O)Nc1ccc(C)cc1	27	-27
CCNc1nc(NCC)nc(OCCOC(C)=O)n1	20	-4
COc1ccc(CCn2c(=N)c(C(=O)N3CCN(C)CC3)cc3c(=O)n4ccccc4nc32)cc1	21	-1
CCCCCCn1c(C(C)O)nc2ccccc21 (stereo unspecified)	22	48
O=S(=O)(NCCNS(=O)(=O)c1cccs1)c1cccs1	43	-16
O=C(CN1CCc2ccccc21)Nc1ccc2c(c1)OCO2	27	27
COCCn1c(SCc2nnc(-c3ccccc3)o2)nc2sc3c(c2c1=O)CCC3	54	-22
N#CCCSCc1ccc2oc(C(=O)O)cc2c1	63	-62
CC(=O)c1ccc(N2CCN(C(=O)C3CCN(S(=O)(=O)Cc4ccccc4)CC3)CC2)cc1	39	-12
O=C(CSCC(=O)N1CCCCC1)OCC(=O)c1c[nH]c2ccccc12	33	10
Cn1c(=O)[nH]c2cc(Cl)cnc21	45	-6
N#CC1=C(SCC(=O)NC2CCCCC2)NC(=O)CC1c1ccco1 (stereo unspecified)	10	37
CCOC(=O)Cc1csc(NC(=O)CSc2nnc(-c3cccnc3)n2Cc2ccco2)n1	21	-19
CCCCOC(=O)C1[C@H]2C(=O)N(Cc3cccs3)C[C@]23C=C[C@H]1O3 (stereo partly specified)	63	-81
Cn1c(=O)cc(OCCCC(=O)NCc2ccco2)c2ccccc21	47	-7
CCCCCC(=O)N1CCN(CCN=CC2=C(O)CC(c3ccc(OC)cc3)CC2=O)CC1 (stereo unspecified)	28	23
CC1(C)Oc2ccc(C(=O)N3CCCC3)cc2N(CC(=O)NCc2ccccc2)C1=O	39	-14
Cc1ccc(CS(=O)(=O)Cc2ccc(C(=O)NCC3CCCO3)o2)cc1 (stereo unspecified)	15	26
CCC(C)NC(=O)C1c2cc(OC)c(OC)cc2C(=O)N(C)C1c1ccc(OC)cc1 (stereo unspecified)	30	32
Cc1nnc(NC(=O)CSc2nnc(Cc3cccn3C)n2CCc2ccccc2)s1	46	-8
CC1CCc2c(C(=O)Oc3cccc(-n4cnnn4)c3)csc2C1 (stereo unspecified)	67	-53
COc1ccc(C(=O)CSc2nnc(CNc3ccc(C)cc3C)n2Cc2ccco2)cc1	32	14
O=C(O)CCC(=O)N1CCc2cc(S(=O)(=O)N3CC=C(c4ccccc4)CC3)ccc21	49	-8
COc1ccc(Cc2c(O)nc(SCC(=O)N3CCCCCC3)[nH]c2=O)cc1	9.6	50
COc1ccc(N2CCSC2C(=O)NN)cc1 (stereo unspecified)	23	-26
COc1ccc(NCc2cc3ccccc3[nH]c2=O)cc1	41	5
COc1ccc(NC(=O)CC2SC(=Nc3ccccc3)NC2=O)c(OC)c1 (stereo unspecified)	32	-1
O=C(CCCc1nc(-c2ccc(Cl)cc2)no1)Nc1cccnc1	27	-45
O=C(Cn1cc2c(n1)CCCC2)NCCCN1CCN(c2ccccc2F)CC1	99	-104
CCOC(=O)c1ccc(N2C(=O)CC(N3CCN(Cc4ccccc4)CC3)C2=O)cc1 (stereo unspecified)	30	-48
Cc1nn(-c2ccccc2)c2nc(N)c(C#N)c(-c3ccc(F)cc3)c12	21	37
Cn1c(=O)c2c(nc(NCCCN3CCOCC3)n2Cc2ccc(Cl)c(Cl)c2)n(C)c1=O	21	-14
COc1ccc(-c2nc(-c3ccccc3)nc(Cl)c2C#N)cc1	39	-4
Cc1cc(NS(=O)(=O)c2ccc(NC(=O)c3ccoc3C)cc2)nc(C)n1	24	29
CCC(C)[C@H](NC(=O)NCc1ccccc1Cl)C(=O)O (stereo partly specified)	39	-3
Cc1ccc(C2/C(=C(/O)c3ccc(OC(C)C)cc3)C(=O)C(=O)N2CCN2CCOCC2)cc1 (stereo unspecified)	52	-53
CC(O)c1c(OCc2ccccc2)ncnc1OCc1ccccc1 (stereo unspecified)	14	36
Cc1c(C(=O)NCCCN2CCOCC2)sc2nc(-c3ccc(F)cc3)cn12	22	-3
CC1=Nn2c(nnc2-c2cc(-c3ccccc3)n[nH]2)SC1	47	-6
COc1cccc(CNc2ccc(N3CCCCC3)cc2)c1OC	15	24
CCN(CC)S(=O)(=O)c1ccc(Br)c(OC)c1	19	2
COc1ccc(CCNC(=O)c2ccc3nc(-c4ccco4)c(-c4ccco4)nc3c2)cc1OC	33	3
